Assay outcomes as filed in PubChem.
Akt phos inh: blocks phosphorylation of Akt; Neuro2A IGF-stimulated pAkt S473 HTRF, 20 min; stronger effect = lower value; activity change, % for hits at 50 µM; 0.32% of 360,000 active; AID 651550; in the data active = activity change below about -80%; inconclusive = mostly about -51% to -80%; also: % is scaled to controls: 0 for no effect and ±100 for the full control effect
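Single-point screen (50 µM final compound) in Neuro2A cells stimulated 20 min with 6 nM IGF at 37 deg C. After lysis, Ser473-phosphorylated Akt read by HTRF (ex 330 nm, em 615/665 nm) as the 665/615 ratio.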
Abeta rescue: compounds reversing amyloid beta toxicity in yeast; Potency, µM (highest dose often 46.1 µM), inactives show at the top dose growth rescue, actives largely listed as activators; yeast expressing A-beta42, growth rescue, OD600, 48 h; response scale: 0% DMSO, 100% iron-clioquinol control; 0.063% of 410,000 active; AID 1347071; also: potency is read from the fitted curve at half-maximal effect; nearly all actives have a fitted effect of over 55% in size
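Yeast growth medium received pinned compounds, then yeast cells expressing toxic A-beta were added; plates incubated at 30 C for 48 hr. Growth read as absorbance at 600 nm, normalized to DMSO and equimolar FeCl3 plus clioquinol controls.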
PTHR1 agonist: PTHR1 (human) receptor agonism; Potency, µM (titrated, usually from 115 µM), inactives show at the top dose activation, most hits filed as activators; 0.075% of 410,000 active; Q03431; HEK293 GP2 PTHR1 cells, GloSensor cAMP luminescence, 1 h; AID 743266; also: potency is read from the fitted curve at half-maximal effect; nearly all actives have a fitted effect of over 55% in size; some results filed as inactive show a strong effect at the top dose; inactives centre near -15; many of its hits are not listed in these tables
Target sequence (Q03431 whole entry, looked up): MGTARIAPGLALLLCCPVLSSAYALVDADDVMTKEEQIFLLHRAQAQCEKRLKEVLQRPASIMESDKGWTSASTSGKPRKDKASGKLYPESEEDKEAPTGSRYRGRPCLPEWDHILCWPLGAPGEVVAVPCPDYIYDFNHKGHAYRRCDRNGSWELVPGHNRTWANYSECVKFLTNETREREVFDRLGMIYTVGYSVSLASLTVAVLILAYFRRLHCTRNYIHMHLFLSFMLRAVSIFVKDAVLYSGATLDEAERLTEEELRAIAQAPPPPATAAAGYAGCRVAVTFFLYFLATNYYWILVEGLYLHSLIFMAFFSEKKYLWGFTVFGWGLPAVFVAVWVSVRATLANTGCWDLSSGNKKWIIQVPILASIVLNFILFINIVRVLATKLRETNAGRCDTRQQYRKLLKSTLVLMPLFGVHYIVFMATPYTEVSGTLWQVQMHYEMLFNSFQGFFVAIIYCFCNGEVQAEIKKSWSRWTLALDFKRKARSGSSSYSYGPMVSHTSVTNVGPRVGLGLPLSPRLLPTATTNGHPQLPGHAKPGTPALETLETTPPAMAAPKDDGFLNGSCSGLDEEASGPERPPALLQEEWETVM
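HEK-293-derived GP2 cells expressing PTHR1 and a GloSensor cAMP reporter, 3,000/well, plated overnight, given luciferin plus IBMX (each 0.5 mM as added) for 1 h at 37 °C, then compound for 1 h at 37 °C. Luminescence was read after 15 min at room temperature.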
TDP43 rescue: rescues yeast growth from TDP-43 toxicity | 1.8% of 410,000 active | AID 652104 | TDP-43 expressing yeast growth rescue, BacTiter-Glo, 24 h | Potency, µM (top dose mostly 46.1 µM), without a hit: at the highest dose growth rescue (activation), actives largely listed as activators; also: potency is read from the fitted curve at half-maximal effect; % of control where 0% means no effect; nearly all actives have a fitted effect of over 50% in size
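Galactose-induced TDP-43 yeast, OD600=0.02, compound pinned; 24 hr, 30 deg C; BacTiter-Glo luminescence for growth. Inhibitors of TDP-43 toxicity read as activators.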
GLP-1R inv ag: inverse agonists of human GLP-1 receptor. P43220. HEK293 GLP-1R CRE-luciferase, luminescence, 24 h; GLP-1R form is constitutively active. Potency, µM (series often up to 38.3 µM), for the others: at the top dose activity change, negative = inhibition, most hits filed as inhibitors. 1.6% of 410,000 active. AID 624417; also: potency is read from the fitted curve at half-maximal effect; % is scaled to controls: 0 for no effect and ±100 for the full control effect; nearly all actives have a fitted effect of over 55% in size
Target sequence (P43220 whole entry, looked up): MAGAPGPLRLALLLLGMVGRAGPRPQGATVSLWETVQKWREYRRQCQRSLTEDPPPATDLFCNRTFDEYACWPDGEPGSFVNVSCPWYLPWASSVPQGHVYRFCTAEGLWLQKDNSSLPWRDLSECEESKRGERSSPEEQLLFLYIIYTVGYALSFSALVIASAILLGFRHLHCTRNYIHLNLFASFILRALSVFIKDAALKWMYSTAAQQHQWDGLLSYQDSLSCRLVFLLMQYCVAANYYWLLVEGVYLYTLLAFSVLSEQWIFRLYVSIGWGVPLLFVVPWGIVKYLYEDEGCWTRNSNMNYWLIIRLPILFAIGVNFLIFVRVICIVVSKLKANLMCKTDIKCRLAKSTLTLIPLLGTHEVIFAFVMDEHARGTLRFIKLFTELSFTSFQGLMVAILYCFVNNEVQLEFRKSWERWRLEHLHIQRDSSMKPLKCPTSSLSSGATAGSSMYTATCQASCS
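Inverse agonism was detected as reduced cAMP-driven luciferase luminescence after 24 h compound treatment. The cells were HEK293 clones expressing constitutively active human GLP-1R with the reporter. Reporter-only and GPR119 cell lines served as counterscreen controls.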
FUS yeast rescue: rescues growth of FUS-expressing yeast; S. cerevisiae FUS-expressing, growth rescue, OD600, 24 h; Potency, µM (series often up to 76.6 µM), inactives show at the highest dose growth rescue (activation), most hits filed as activators; AID 1347120; 0.24% of 390,000 active;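 also: potency is read from the fitted curve at half-maximal effect; plate controls were DMSO vehicle for no effect and reference control for full effect; nearly all actives have a fitted effect of over 55% in size; some results filed as inactive show a strong effect at the top dose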
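Read-out: OD at 600 nm after 24hr at 30C, reporting rescue of FUS-induced yeast toxicity. Cells at OD 0.005 in galactose (2%) minimal medium; compounds tested in a dilution series; CP55940 titration from 92uM final as control.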
HEK293 tox: cytotoxicity counter-screen for GLP-1 receptor inverse agonists; HEK293 cAMP-luciferase reporter cells, luminescence, 24 h; Potency, µM (doses to about 38.3 µM), without a hit: at the top dose activity change, negative = inhibition, most hits filed as inhibitors; 0.13% of 410,000 active;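 also: loss of luciferase light is scored as toxicity; potency is read from the fitted curve at half-maximal effect; % is scaled to controls: 0 for no effect and ±100 for the full control effect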
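To flag toxic compounds, the library was rerun on cells for 24 hr at 37 deg C and 5% CO2. Viability-linked luminescence was captured 12 min after adding luciferase detection reagent.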
aSyn rescue: alpha-synuclein toxicity inhibition in yeast; Yeast expressing alpha-synuclein, growth rescue, BacTiter-Glo, 24 h; AID 652106; Potency, µM (series often up to 46.1 µM), for inactives: top-dose growth rescue (activation), hits mostly activators; 0.14% of 370,000 active; also: potency is read from the fitted curve at half-maximal effect; % of control where 0% means no effect; nearly all actives have a fitted effect of over 65% in size
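Galactose-induced alpha-syn yeast (OD600=0.02, raffinose-pregrown) + pinned cpd, 24 hr, 30 deg C; growth by BacTiter-Glo luminescence. Growth restoration scores as activation.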
Mm-Cpn inhibitor: M. maripaludis TRiC chaperonin inhibition | purified Mm-Cpn ATPase, ADP Transcreener TR-FRET | Potency, µM (series often up to 76.9 µM), without a hit: at the highest dose activity, negative = inhibition, usual class: inhibitors | 0.031% of 330,000 active | AID 504842; also: potency is read from the fitted curve at half-maximal effect; % is scaled to controls: 0 for no effect and ±100 for the full control effect; nearly all actives have a fitted effect of over 80% in size
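ATP (10 uM final) was added to archaeal chaperonin (25 nM final) after 10 min exposure to test compound at 37°C; after 30 min further incubation, ADP was detected by competitive TR-FRET.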
The depositor's hits bear a star; i = inactive; ? = inconclusive; . = not tested or not shown; [ ] = remark or other dose. Unless noted, calls follow the shape of the dose curve; as a rule, active = well fitted curve in the direction sought with a large enough effect; inconclusive = small, poorly fitted or top-dose-only effect, or another doubt; inactive = no such curve, though single readings can be large; an effect the other way counts as inactive or inconclusive.

SMILES	Akt phos inh	Abeta rescue	PTHR1 agonist	TDP43 rescue	GLP-1R inv ag	FUS yeast rescue	HEK293 tox	aSyn rescue	Mm-Cpn inhibitor
Oc1ccc(C2=CSC3=NCCN23)cc1O	i	-24%	i	3%	4%	-24%	1%	-6%	1%
N#CC1=C(N)Oc2c(O)cc3ccccc3c2C1c1ccsc1 (stereo unspecified)	i	-1%	-13%	2%	?	26%	3%	2%	1%
COc1cccc(C(=O)Nc2ccc(C(=O)OCc3cc(=O)n4nc(C5CC5)sc4n3)cc2)c1	.	-13%	-5%	18%	2%	4%	0%	.	.
CN(C)S(=O)(=O)c1ccc(NC(=O)c2ccc([N+](=O)[O-])cc2)cc1	i	.	-9%	4%	-17%	4%	-6%	-6%	2%
O=C(C1CCCO1)N1CCN(C(=S)Nc2cccc(Cl)c2)CC1 (stereo unspecified)	i	8%	-7%	?	3%	.	-14%	3%	3%
COc1ccc(N=C2NC(=O)C(CO)(CO)S2)cc1	i	-12%	7%	-3%	21%	-6%	-6%	6%	2%
C=CCNC(=S)NNC(=O)c1cccn(Cc2ccc(Cl)cc2)c1=O	.	17%	i	18%	-18%	12%	16%	.	0%
O=C(CCc1ccccc1)NC(=S)NCc1ccco1	i	?	i	?	?	8%	?	5%	0%
CCOc1ccc(OCC)c(NC(=O)CC(C)n2nc(C)cc2C)c1 (stereo unspecified)	.	-16%	i	7%	-25%	9%	-2%	.	.
CCOC(=O)CCSc1nc(N2CCOCC2)c2c(c1C#N)CC(C)(C)OC2	i	-22%	0%	-10%	9%	-12%	-1%	0%	1%
COc1ccc(Cl)cc1C(=O)Nc1cccnc1	i	-7%	i	?	4%	-20%	2%	0%	1%
CCOc1cc(C(Nc2cc(C)ccn2)c2ccc3cccnc3c2O)ccc1OC (stereo unspecified)	.	9%	?	-6%	?	47%	-21%	.	.
Cc1nn2c(NC(C)C)c3c(nc2c1-c1ccccc1)CCC3	i	5%	-61%[inhibitor]	5%	10µM*	-6%	-8%	0%	0%
Cc1cc(CNC(=O)[C@H](C)[C@@H]2C[C@@]2(C)[C@@H](NC(=O)OCc2ccccc2)c2ccccc2)nn1C	i	-23%	-18%	6%	-23%	25%	15%	3%	2%
O=C(N/N=C\c1cccnc1)c1cc(-c2ccccc2)nc2c(Cl)cccc12	i	6%	-1%	2%	?	31%	-19%	-9%	1%
CCOc1cc(C(=O)Nc2cnccn2)cc(OCC)c1OCC	i	-7%	i	-9%	7%	24%	-18%	-1%	1%
Cc1ccc(Oc2nc3ccccn3c(=O)c2/C=C(\C#N)C(=O)NC2CCS(=O)(=O)C2)cc1 (stereo unspecified)	i	-13%	-37%[inhibitor]	5%	2%	40%	53%[activator]	-1%	-1%
Cc1ccc2nc(-c3ccc(NC(=O)COc4ccccc4C(C)(C)C)cc3)sc2c1	.	-2%	-59%[inhibitor]	18%	1%	-8%	0%	.	.
O=C(Cn1c(-c2cccs2)cc2ccccc21)NCCc1ccc(Cl)cc1	.	-15%	26%	-24%	13%	-4%	0%	.	.
Cc1ccc2[nH]c(-c3ccccc3)c(CN3CCN(C)CC3)c(=O)c2c1	i	10%	-10%[57.5 µM]	-8%	0%	5%	0%	-16%	2%
N#Cc1c(Cl)cccc1Oc1ccc(S(=O)(=O)Nc2ccccc2)cc1	i	?	-18%	?	?	10%	?	20%	0%
CS(=O)(=O)N1CCc2cc(-c3csc(NC(=O)C(c4ccccc4)c4ccccc4)n3)ccc21	i	7%	i	-8%	-8%	29%	-10%	5%	-12%
CCOC(=O)c1c(NC(=O)c2ccc(Br)o2)sc(C)c1CC	i	30%	-5%[57.5 µM]	9%	?	-6%	10%	-4%	0%
Cc1ccc(C2(C)NC(=O)N(CC(=O)N(C)CC(=O)Nc3cccc4ccccc34)C2=O)cc1 (stereo unspecified)	i	-5%	i	-17%	?	34%	7%	0%	-2%
O=C(CN1CCN(Cc2ccccc2Cl)CC1)N=Nc1c(O)[nH]c2ccccc12	i	20%	i	12%	22%	.	-7%	7%	-2%
The list continues.
SMILES	Akt phos inh	Abeta rescue	PTHR1 agonist	TDP43 rescue	GLP-1R inv ag	FUS yeast rescue	HEK293 tox	aSyn rescue	Mm-Cpn inhibitor
CCOc1ncccc1C(=O)OCc1ccccc1	i	-29%	?	-18%[0.397 µM]	14%	8%	-8%	0%	1%
CCOc1ccc(OCC(=O)OCn2c(SC)nnc(C)c2=O)cc1	i	12%	i	-7%	11%	.	0%	14%	1%
COc1ccc(N2CCN(C(=O)CCNC(=O)c3ccccc3)CC2)cc1	i	-8%	i	24%	-12%	-29%	-16%	1%	1%
CC(C)(C)C(=O)N1CCC(O)(CS(=O)(=O)Cc2ccccc2)CC1	i	-14%	i	0%	16%	1%	16%	-1%	0%
COc1ccc(CCN(C)c2ccc(S(=O)(=O)N3CCCC3)cc2[N+](=O)[O-])cc1OC	i	-8%	-12%	4%	47%[activator]	.	6%	2%	1%
COC(=O)[C@@]12C[C@@H](CC(=O)NCc3ccccc3)C(=O)N(CCc3ccc(OC)c(OC)c3)C1=CCC(C)(C)C2	i	4%	-42%[inhibitor]	25%	?	?	7%	3%	.
COc1ccccc1CNC(=O)Cc1ccc(OC)c(OC)c1	i	5%	-6%	-11%[1.82 µM]	-2%	-2%	-11%	0%	-1%
O=C(NCCc1c[nH]c2ccccc12)c1cc(S(=O)(=O)N2CCCCC2)ccc1N1CCOCC1	i	4%	-7%	10%	8%	11%	13%	8%	0%
CCn1c(=O)cc(C(=O)OC)sc1=Nc1ccc(F)c(F)c1	i	13%	-50%[inhibitor]	2%	?	-13%	-4%	?	0%
CCCOc1ccc(-c2c(=O)n(OCc3ccc([N+](=O)[O-])cc3)c3ccccc3[n+]2[O-])cc1	i	-9%	i	-9%	10%	15%	8%	1%	-3%
CCOC(=O)c1ccccc1NC(=O)CSc1cn(CC(=O)N2CCCCCC2)c2ccccc12	.	3%	-36%[inhibitor]	20%	?	39%	3%	.	.
CCn1cc(C2C3=C(CC(C)(C)CC3=O)N(c3ccc(C)cc3)C3=C2C(=O)CC(C)(C)C3)c(C)n1	i	-6%	i	-13%	2%	4%	17%	-3%	.
CCOC(=O)c1ccc(N2C(=O)c3[nH]nc(-c4ccc(C)cc4)c3C2c2cccc(F)c2)cc1 (stereo unspecified)	.	-10%	-21%	21%	10µM*	?	-40%	.	.
CC(C)C1COC(c2cccc3ccccc23)=N1 (stereo unspecified)	i	-10%	-50%[inhibitor]	15%	13%	-6%	1%	-3%	4%
Cc1ccc(S(=O)(=O)N2C=CC(C(F)(F)F)=NCC2)cc1	i	-15%	-23%	0%	-8%	-1%	64%[activator]	-3%	0%
CC(C)n1ncc(N2CCOCC2)c(Cl)c1=O	i	-14%	15%	-21%	3%	-39%	1%	-11%	-1%
CCCCS(=O)CC(COCc1ccccc1)OC(=O)CSc1nc(C)cc(C)n1 (stereo unspecified)	i	2%	i	6%	-6%	25%	-14%	4%	-2%
COc1ccc(-c2cccc(C(=O)N3CCOCC3)c2)cc1	i	-5%	i	-13%	1%	3%	-6%	10%	0%
CS(=O)(=O)N(CC(=O)Nc1cccc(Cl)c1Cl)c1ccccc1	i	18%	i	30%	-1%	5%	1%	-5%	2%
O=C(Nc1nnc(-c2ccc(Cl)cc2)o1)Nc1ccccc1F	i	-9%	i	11%	31%[activator]	5%	-14%	6%	0%
COc1cc(NC(=O)C2CCCO2)c(C(=O)O)cc1OC (stereo unspecified)	i	19%	-12%[57.5 µM]	-15%	-4%	1%	-4%	5%	0%
O=C(Nc1cc(Cl)ccc1N1CCOCC1)c1cccnc1Cl	i	-43%[inhibitor]	-43%[inhibitor]	?	-20%	8%	0%	5%	1%
O=C(Nc1ccc2[nH]c(=O)[nH]c2c1)Nc1ccc(F)cc1F	i	9%	i	16%	18%	-2%	0%	-10%	0%
CCCCCc1cc(=O)oc2c(C(CCN3CCCCC3)c3ccc4c(c3)OCO4)c(OC)cc(OC)c12 (stereo unspecified)	i	3%	-29%	2%	-1%	29%	2%	-23%	2%
CN(C)/N=C/c1cc([N+](=O)[O-])ccc1O	i	-26%	i	6%	19%	5%	-28%	2%	-20%
O=S(=O)(c1ccc2ccccc2c1)N1CCN(C(=S)Nc2ccc(F)cc2)CC1	i	16%	-21%	-5%	?	.	-14%	11%	-24%
CCc1nc2c(OCCC3CCCCC3)cccn2c1N(C)C(=O)c1ccccc1F	i	-11%	-1%	-31%[inhibitor]	?	?	-3%	-2%	.
COc1ccc(N(C(=O)c2ccco2)C(C(=O)NC2CCCCC2)c2ccccc2)cc1 (stereo unspecified)	i	10%[9.22 µM]	i	1%	1%	-34%	-29%	-13%	.
COc1ccc(S(=O)(=O)N2CCC(C(=O)NC3CCCCC3C)CC2)cc1 (stereo unspecified)	i	-15%	-12%	-16%	-4%	-25%	6%	-1%	3%

Reprinted at random: four compounds from above
SMILES	Akt phos inh	Abeta rescue	PTHR1 agonist	TDP43 rescue	GLP-1R inv ag	FUS yeast rescue	HEK293 tox	aSyn rescue	Mm-Cpn inhibitor
CCCCCc1cc(=O)oc2c(C(CCN3CCCCC3)c3ccc4c(c3)OCO4)c(OC)cc(OC)c12 (stereo unspecified)	i	3%	-29%	2%	-1%	29%	2%	-23%	2%
CC(C)C1COC(c2cccc3ccccc23)=N1 (stereo unspecified)	i	-10%	-50%[inhibitor]	15%	13%	-6%	1%	-3%	4%
CCOc1ncccc1C(=O)OCc1ccccc1	i	-29%	?	-18%[0.397 µM]	14%	8%	-8%	0%	1%
CC(C)(C)C(=O)N1CCC(O)(CS(=O)(=O)Cc2ccccc2)CC1	i	-14%	i	0%	16%	1%	16%	-1%	0%

An excerpt; rates above refer to the full screens.
